eIF4E 4G PPI = eIF4E–eIF4G protein interaction inhibitors, primary screen, biochemical, uHTS, TR-FRET, eIF4GI fragment; Eukaryotic translation initiation factor 4E (Mus musculus) + Eukaryotic translation …; TR-FRET eIF4E-eIF4GI(517-606) binding, 2 h; inhibition, % at 21.7 µM; hit rate 0.37% among 220,000;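 active = inhibition above about 30%, limit read from the data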;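 also: 0% = full FRET control wells and 100% = background wells lacking eIF4GI fragment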
m-calpain inh = inhibitors of pig calpain II, primary screen, biochemical, fluorogenic peptide substrate, 1536-well; purified calpain II, 30 min; inhibition, % at 16 µM; hit rate 0.37% among 220,000; AID 1236, 2008;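 active = inhibition above about 50%, limit read from the data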
KCC2 mod = KCC2 cotransporter modulators, thallium flux, primary screen, cell-based, HEK293 KCC2, FluoZin-2 fluorescence, MLSMR | Solute carrier family 12 member 5 (Homo sapiens), Q9H2X9 | KCC2 cells, thallium flux FluoZin-2 fluorescence | B-score of Tl+ flux slope (higher = more flux/activation; lower = inhibition) at 10 µM | hit rate 2.2% among 190,000 | AID 1456, 2008;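 active = thallium flux slope and its plate-corrected score both differing from the plate sample mean at a set confidence after two filtering rounds, in either direction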;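 also: slope of fluorescence scaled to starting intensity during 10 to 20 s after thallium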
PERK inh = block of dimerizer-induced PERK translation repression, primary screen, PERK inhibitor project, CHO PERK-DD cells, SEAP luminescence, HTS; hit rate 0.17% among 220,000; inhibition, % at 5.6 µM; CHO PERK-DD fusion, SEAP luminescence translation reporter; Eukaryotic translation initiation factor 2-alpha kinase 3 (Homo sapiens), Q9NZJ5;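 active = inhibition above the mean inhibition of all tested compounds plus 3 SD, set separately per screening campaign, cut at about 2.9% in these data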;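 also: PERK kinase domain activated by AP20187 dimerizer at 100 nM; 0% = DMSO with dimerizer and 100% = rapamycin at 8.4 µM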
Rad51 HR inh = human RAD51 strand exchange inhibitors, primary screen, biochemical, fluorescence | hRad51 DNA strand exchange, fluorescence dequenching | hit rate 0.085% among 200,000 | AID 1385, 2008 | DNA repair protein RAD51 homolog 1 (Homo sapiens), Q06609 | inhibition, % at 10 µM;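 active = inhibition above 40% at the single screening dose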;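 also: 0% = DMSO control wells and 100% = blanks with heterologous ssDNA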
Target sequence (Q06609 whole entry, looked up): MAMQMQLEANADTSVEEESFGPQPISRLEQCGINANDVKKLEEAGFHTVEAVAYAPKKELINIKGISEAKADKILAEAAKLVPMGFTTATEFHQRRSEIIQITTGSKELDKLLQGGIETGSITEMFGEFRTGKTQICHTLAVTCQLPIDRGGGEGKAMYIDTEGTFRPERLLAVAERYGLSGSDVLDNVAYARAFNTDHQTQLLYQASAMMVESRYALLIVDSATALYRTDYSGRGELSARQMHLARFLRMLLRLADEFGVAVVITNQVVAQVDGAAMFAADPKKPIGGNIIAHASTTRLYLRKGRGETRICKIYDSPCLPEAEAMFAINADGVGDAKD
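material = hRad51 filaments on single-stranded DNA | reagent = Donor/quencher-labelled 47-bp dsDNA substrate | compound = 10 µM final, single point | schedule = strand-exchange reaction 15 min at room temperature | measured by = fluorescein emission 520 nm, excitation 485 nm | read-out basis = % inhibition versus plate control and blank means | benchmarks = plate controls and plate blanks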
EBV gp42 block = Epstein-Barr virus gp42 inhibitors, primary screen, biochemical, uHTS, fluorescence polarization | inhibition, % (tested at 21.74 µM) | hit rate 0.42% among 220,000 | Fluorescence polarization binding assay, mP read-out | AID 1085, 2008 | Glycoprotein 42 (Epstein-Barr virus (strain AG876)), Q1HVG2; in the data active = inhibition above about 50%
Target sequence (Q1HVG2 whole entry, looked up): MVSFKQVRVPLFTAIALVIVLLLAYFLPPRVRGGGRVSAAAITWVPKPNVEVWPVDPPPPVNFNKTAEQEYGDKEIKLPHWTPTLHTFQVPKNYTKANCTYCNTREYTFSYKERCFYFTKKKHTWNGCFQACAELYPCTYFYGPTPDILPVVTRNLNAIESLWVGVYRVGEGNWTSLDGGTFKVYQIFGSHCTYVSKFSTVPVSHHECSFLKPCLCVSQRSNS
TNF death inh = inhibitors of TNF-alpha triggered necroptosis, primary screen, cell-based, Jurkat FADD-/-, single concentration | Jurkat FADD-/- TNF necroptosis rescue, ATP luminescence, 24 h; 0 = TNF only, 100 = no-TNF cells | hit rate 0.068% among 220,000 | AID 463075, 2010 | activation (protection from cell death), % at 10 µM;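 active = activation, meaning protection from cell death, of at least 50% relative to plate controls; inactive = activation below 50%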;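 also: necroptosis triggered by 40 ng/mL TNF-alpha added together with compound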
Mdm2 ligase inh = MDM2-luciferase reporter signal enhancers, primary screen, MDM2 E3 ligase inhibitor project, cell-based, luminescence, 1536-well. cell-based MDM2 ubiquitination luciferase reporter, 2 h; 0 = plate control, 100 = twice control, blank-subtracted. signal enhancement, % at 5 µM. hit rate 0.11% among 210,000. E3 ubiquitin-protein ligase Mdm2 (Homo sapiens), Q00987;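 active = signal enhancement of 30% or more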;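 also: luminescence tracks abundance of the self-degrading MDM2-luciferase fusion protein; higher signal means inhibition of MDM2 E3 ligase activity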
Target sequence (Q00987 whole entry, looked up, the tested form may be a part): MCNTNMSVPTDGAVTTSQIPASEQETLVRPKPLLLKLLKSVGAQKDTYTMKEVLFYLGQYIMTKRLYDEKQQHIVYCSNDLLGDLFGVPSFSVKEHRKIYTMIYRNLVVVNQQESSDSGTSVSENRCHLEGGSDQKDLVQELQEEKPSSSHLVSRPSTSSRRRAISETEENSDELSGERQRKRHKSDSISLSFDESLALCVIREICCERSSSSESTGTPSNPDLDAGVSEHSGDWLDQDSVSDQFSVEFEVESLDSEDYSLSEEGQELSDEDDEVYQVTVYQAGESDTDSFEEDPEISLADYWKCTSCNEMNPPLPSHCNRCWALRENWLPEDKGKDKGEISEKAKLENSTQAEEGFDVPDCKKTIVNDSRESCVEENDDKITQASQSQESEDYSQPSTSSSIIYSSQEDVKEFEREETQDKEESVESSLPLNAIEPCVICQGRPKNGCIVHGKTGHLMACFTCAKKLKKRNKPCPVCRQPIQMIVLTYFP
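Assay system: stable mammalian line carrying autodegrading MDM2–luciferase fusion reporter; Input: 2000 cells in each well; Compound dosing: single-point 5 µM; Schedule: 2 h compound exposure at 37 °C; Signal: SteadyLite luciferase luminescence after 15 min room-temperature reagent incubation; Evaluation: % luminescence enhancement versus blank-corrected plate control mean; Benchmarks: plate controls and plate blanks.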
zVAD death inh = inhibitors of zVAD-triggered necroptosis, primary screen, L929 cells. L929 zVAD necroptosis rescue, ATP luminescence, 24 h; with zVAD 60 µM. viability rescue, % at 10 µM. hit rate 0.38% among 220,000. AID 1377, 2008;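 active = activation, scaled between plate controls, above about 75%, limit read from the data; inactive = activation under that limit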;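 also: 0% = zVAD with DMSO and 100% = DMSO alone without zVAD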
Active calls of the source: *; [ ] = another dose, or the depositor's remark.

`CCC(C)c1ccc2oc(-c3ccc(NC(=O)Cn4cnc5c(=O)n(C)c(=O)n(C)c54)cc3)nc2c1` (centres undefined) gave eIF4E 4G PPI -9, m-calpain inh -154, KCC2 mod 0.92, PERK inh 0.2, Rad51 HR inh -6, EBV gp42 block -9, TNF death inh -1.5, Mdm2 ligase inh -10 and zVAD death inh 0.1.
`O=[N+]([O-])c1ccc2[nH]c3nc4ccccc4nc3c2c1` gave eIF4E 4G PPI -12, m-calpain inh -27, KCC2 mod 0.22, PERK inh 0.0, Rad51 HR inh 5, EBV gp42 block 13, TNF death inh 3.2, Mdm2 ligase inh 1 and zVAD death inh -1.0.
O=C(CCS(=O)(=O)c1ccccc1)Nc1ccccc1N1CCOCC1 was read as eIF4E 4G PPI 0, m-calpain inh -29, KCC2 mod 0.45, PERK inh 1.1, Rad51 HR inh -4, EBV gp42 block -14, TNF death inh -0.1, Mdm2 ligase inh 15 and zVAD death inh 0.1.
`Cc1cc(C)c2c(N)c(C(=O)Nc3ncc(C)s3)sc2n1` gave eIF4E 4G PPI 1, m-calpain inh inactive, KCC2 mod 1.2, PERK inh -0.9, Rad51 HR inh 3, EBV gp42 block -17, TNF death inh -4.3, Mdm2 ligase inh -91 and zVAD death inh -0.4.
Screening O=C(N/N=C1/CCCc2ccccc21)C(c1ccccc1)c1ccccc1 returned eIF4E 4G PPI 1, m-calpain inh -9, KCC2 mod 2, PERK inh 0.4, Rad51 HR inh 15, EBV gp42 block -9, TNF death inh 3.7, Mdm2 ligase inh -3 and zVAD death inh 0.2.
CN(C)c1cccc(C(=O)Nc2ccc3nc4n(c(=O)c3c2)CCCCC4)c1 was read as eIF4E 4G PPI -1, m-calpain inh -24, KCC2 mod 0.048, PERK inh -1.1, Rad51 HR inh 7, EBV gp42 block -6, TNF death inh 0.4, Mdm2 ligase inh -8 and zVAD death inh 28.
`CCc1nnc(NC(=O)CSc2nc3ccccc3o2)s1` gave eIF4E 4G PPI 3, m-calpain inh 13, KCC2 mod -0.3, PERK inh 0.8, Rad51 HR inh 2, EBV gp42 block -2, TNF death inh 1.9, Mdm2 ligase inh -16 and zVAD death inh -0.4.
`Cc1cccc2[nH]c(SCC(=O)O)nc12` gave eIF4E 4G PPI 0, m-calpain inh -9, KCC2 mod 0.077, PERK inh 1.3, Rad51 HR inh -1, EBV gp42 block -3, TNF death inh 0.2, Mdm2 ligase inh 1 and zVAD death inh 1.5.
`CC(C)(C)CC(=O)NC(=S)N1CCCCCC1` gave eIF4E 4G PPI 4, m-calpain inh 4, PERK inh 1.3, Rad51 HR inh -4, EBV gp42 block -20, TNF death inh -1.6, Mdm2 ligase inh -2 and zVAD death inh -0.1.
For Cc1sc2ncnc(Sc3ccccc3C(=O)O)c2c1C the results were eIF4E 4G PPI -3, m-calpain inh -11, KCC2 mod -0.81, PERK inh 1.0, Rad51 HR inh 6, EBV gp42 block 9, TNF death inh -0.2, Mdm2 ligase inh -2 and zVAD death inh 0.0.
`CCCn1c(SCC(=O)Nc2ccccc2N2CCCCC2)nc2c1c(=O)n(C)c(=O)n2C` gave eIF4E 4G PPI 4, m-calpain inh 4, KCC2 mod 0.0064, PERK inh -1.4, Rad51 HR inh -8, EBV gp42 block 1, TNF death inh 0.8, Mdm2 ligase inh -4 and zVAD death inh -0.2.
`COc1cccc(C2Nc3cccc4cccc(c34)N2)c1` gave eIF4E 4G PPI 3, m-calpain inh -27, KCC2 mod -1.2, PERK inh -0.4, Rad51 HR inh 9, EBV gp42 block 18, TNF death inh -5.3, Mdm2 ligase inh -2 and zVAD death inh 1.2.
`Cc1c(NC(=O)c2ccc(F)c(S(=O)(=O)N3CCOCC3)c2)c(=O)n(-c2ccccc2)n1C` gave eIF4E 4G PPI 3[fluorescence artefact?], m-calpain inh -21, KCC2 mod 2.4, PERK inh -0.6, Rad51 HR inh 0, EBV gp42 block -14, TNF death inh -0.4, Mdm2 ligase inh -4 and zVAD death inh -0.3.
`COc1cccc(N=CC=C2OC(C)(C)C(C)(C)O2)c1` gave eIF4E 4G PPI 1, m-calpain inh -80, KCC2 mod -0.08, PERK inh 1.0, Rad51 HR inh 3, EBV gp42 block -4, TNF death inh -0.8, Mdm2 ligase inh 1 and zVAD death inh -0.8.
Screening COC(=O)Nc1nnc(CCc2ccccc2)s1 returned eIF4E 4G PPI 6[fluorescence artefact?], m-calpain inh 27, KCC2 mod -0.38, PERK inh 1.0, Rad51 HR inh -5, EBV gp42 block 8, TNF death inh -1.3, Mdm2 ligase inh -10 and zVAD death inh 0.1.

Overlap with the part before: three compounds, then new ones.
`Cc1c(NC(=O)c2ccc(F)c(S(=O)(=O)N3CCOCC3)c2)c(=O)n(-c2ccccc2)n1C` gave eIF4E 4G PPI 3[fluorescence artefact?], m-calpain inh -21, KCC2 mod 2.4, PERK inh -0.6, Rad51 HR inh 0, EBV gp42 block -14, TNF death inh -0.4, Mdm2 ligase inh -4 and zVAD death inh -0.3.
`COc1cccc(N=CC=C2OC(C)(C)C(C)(C)O2)c1` gave eIF4E 4G PPI 1, m-calpain inh -80, KCC2 mod -0.08, PERK inh 1.0, Rad51 HR inh 3, EBV gp42 block -4, TNF death inh -0.8, Mdm2 ligase inh 1 and zVAD death inh -0.8.
Screening COC(=O)Nc1nnc(CCc2ccccc2)s1 returned eIF4E 4G PPI 6[fluorescence artefact?], m-calpain inh 27, KCC2 mod -0.38, PERK inh 1.0, Rad51 HR inh -5, EBV gp42 block 8, TNF death inh -1.3, Mdm2 ligase inh -10 and zVAD death inh 0.1.
COc1ccccc1C(=O)Nc1ccc2oc(-c3ccc(F)cc3)nc2c1 was read as eIF4E 4G PPI 0, m-calpain inh -72, PERK inh -0.5, Rad51 HR inh 1, EBV gp42 block 5, TNF death inh -0.4, Mdm2 ligase inh -11 and zVAD death inh -0.1.
Screening NNc1nc(N)c2c(n1)-c1ccccc1CC21CCCC1 returned eIF4E 4G PPI 5, m-calpain inh -44, KCC2 mod 0.044, PERK inh -0.2, Rad51 HR inh 1, EBV gp42 block -13, TNF death inh 0.0, Mdm2 ligase inh -8 and zVAD death inh 16.
O=C(NCCO)c1cc2c(s1)CCC2 was read as eIF4E 4G PPI -1[fluorescence artefact?], m-calpain inh -35, KCC2 mod 0.53, PERK inh 0.1, Rad51 HR inh 2, EBV gp42 block -14, TNF death inh -1.1, Mdm2 ligase inh -9 and zVAD death inh -0.4.
Cn1cc(Cl)c(/C=C(\C#N)S(=O)(=O)c2ccccc2)n1 was read as eIF4E 4G PPI -4, m-calpain inh -20, KCC2 mod -0.68, PERK inh 0.8, Rad51 HR inh 5, EBV gp42 block -5, TNF death inh 0.8, Mdm2 ligase inh -2 and zVAD death inh 1.3.
Screening O=C(Nc1ccc(-c2nc3ccccc3s2)cc1)c1cc(-n2cnnc2)ccc1Cl returned eIF4E 4G PPI -1, m-calpain inh -395, PERK inh -1.2, Rad51 HR inh -4, EBV gp42 block -4, TNF death inh -19, Mdm2 ligase inh -18 and zVAD death inh 0.6.
Screening CCOC(=O)c1ccccc1NC1CC(=O)N(c2ccccc2C)C1=O (centres undefined) returned eIF4E 4G PPI 15, m-calpain inh inactive, KCC2 mod -1, PERK inh -0.1, Rad51 HR inh 6, EBV gp42 block 2, TNF death inh -1.3, Mdm2 ligase inh -9 and zVAD death inh -0.4.
For Cc1sc2nc(CSc3n[nH]c(N)n3)[nH]c(=O)c2c1C the results were eIF4E 4G PPI 1, m-calpain inh -35, KCC2 mod 0.23, PERK inh 0.4, Rad51 HR inh 7, EBV gp42 block -4, TNF death inh -1.0, Mdm2 ligase inh -8 and zVAD death inh -0.3.
C=CCSC1=C(C#N)C(c2ccccc2OCC)C(C#N)C(=O)N1 (centres undefined) was read as eIF4E 4G PPI 0, m-calpain inh -14, KCC2 mod -1.6, PERK inh 0.1, Rad51 HR inh 0, EBV gp42 block -12, TNF death inh -5.1, Mdm2 ligase inh 5 and zVAD death inh 0.0.
For Cc1ccc(NC(=O)C(=O)NCc2ccc(/C=C(/C#N)C(=O)NCc3cccnc3)o2)cc1 the results were eIF4E 4G PPI -6, m-calpain inh -27, PERK inh -0.1, Rad51 HR inh -7, EBV gp42 block -10, TNF death inh -4.1, Mdm2 ligase inh -20 and zVAD death inh -0.3.
Screening Cc1cccc(C(=O)Nc2ccccc2C(=O)OCC(=O)Nc2ccc(C#N)cc2)c1 returned eIF4E 4G PPI 3[fluorescence artefact?], m-calpain inh -15, KCC2 mod -3.2, PERK inh 0.7, Rad51 HR inh 9, EBV gp42 block -19, TNF death inh 0.4, Mdm2 ligase inh -5 and zVAD death inh -0.2.
Screening COc1cc(C(=O)NCCc2ccc(F)cc2)c([N+](=O)[O-])cc1OC returned eIF4E 4G PPI 1, m-calpain inh -7, KCC2 mod -4, PERK inh 0.7, Rad51 HR inh -12, EBV gp42 block 0, TNF death inh 0.9, Mdm2 ligase inh -4 and zVAD death inh 0.9.
Cc1ccc(C2/C(=C(/O)c3cnn(-c4ccccc4)c3C)C(=O)C(=O)N2CCN2CCOCC2)o1 (centres undefined) was read as m-calpain inh -41, KCC2 mod -0.11, PERK inh 0.8, EBV gp42 block -8, TNF death inh -0.2, Mdm2 ligase inh -11 and zVAD death inh 0.4.
COc1ccc(CNC(=O)CSc2nnc(Cn3nnc4ccccc43)n2C)cc1 was read as eIF4E 4G PPI -3, m-calpain inh 5, PERK inh 0.5, Rad51 HR inh 9, EBV gp42 block 7, TNF death inh 1.5, Mdm2 ligase inh -15 and zVAD death inh 0.3.
`C[N+](C)(C)CCCN(Cc1ccc2c(c1)OCO2)C(=O)NC1CCCCC1` gave eIF4E 4G PPI -2, m-calpain inh 19, KCC2 mod 0.96, PERK inh 1.3, Rad51 HR inh 17, EBV gp42 block -34, TNF death inh 1.8, Mdm2 ligase inh -23 and zVAD death inh 0.3.
CCOc1ccc2[nH]c(C)c(CN(C)C)c(=O)c2c1 was read as eIF4E 4G PPI 1, m-calpain inh -50, KCC2 mod 0.96, PERK inh 1.0, Rad51 HR inh -9, EBV gp42 block -14, TNF death inh 1.8, Mdm2 ligase inh 15 and zVAD death inh 0.1.
For CC(C)CNC(=O)CN(C1CCCCC1)S(C)(=O)=O the results were eIF4E 4G PPI 0, m-calpain inh 7, KCC2 mod -0.37, PERK inh 1.5, Rad51 HR inh 4, EBV gp42 block 2, TNF death inh -0.8, Mdm2 ligase inh -24 and zVAD death inh -0.7.
